# TSHR antagonist: blocks TSH signaling through the human TSH receptor; P16473; TSHR-expressing cells, TSH-stimulated cAMP HTRF, 2 h; active compounds read low; activity change, negative = inhibition, % at 11.5 µM; 0.2% of 330,000 active; AID 504810;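 active = activity change below a set negative limit, meaning inhibition stronger than a set level, cut at about -70% in these data; inconclusive = activity change between two set negative limits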; note: % is set by controls: 0 for no effect and ±100 for the full control effect
#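 Competitive HTRF cAMP read-out (cryptate anti-cAMP antibody, cAMP-d2; 30 min, room temperature) in freshly harvested TSHR cells. Compounds added before TSH at EC80 (4nM final), followed by 2 hours' incubation at 37 deg C.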
# USP2a block: USP2a (human) protease inhibition; O75604; USP2 core, Ub-CHOP2 coupled fluorogenic reporter, 485/531; Potency, µM (series often up to 38.3 µM), inactives show at the top dose activity change, negative = inhibition, hits mostly inhibitors; 0.01% of 330,000 active;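 note: potency is the fitted concentration of half-maximal effect; plate controls were DMSO wells for no effect and full inhibition by NEM control for full effect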
#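 USP2 core (10nM final) preincubated 30min RT with compound in 20mM Tris-HCl pH 8.0, 2mM CaCl2, 2mM beta-mercaptoethanol, 0.05% CHAPS; 25nM Ub-CHOP2 plus 25nM reporter substrate added, fluorescence (Ex485/Em531) read after 60min.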
# Mito fusion yeast: mitochondrial division inhibition or fusion activation | S. cerevisiae fusion-defective mutant growth rescue, CellTiterGlo 48 h | Potency, µM (doses to about 46.1 µM), for inactives: top-dose growth rescue (activation), usual class: activators | 0.23% of 320,000 active;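 note: potency is the fitted concentration of half-maximal effect; % of control where 0% means no effect; nearly all actives have a fitted effect of over 45% in size; temperature-sensitive fusion mutants such as fzo1-1 at 37 °C on non-fermentable ethanol glycerol medium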
#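 S. cerevisiae fusion-defective temperature-sensitive mutants (e.g. fzo1-1, mgm1-5) grown 48 h at 37C in YPEG (ethanol/glycerol non-fermentable) medium with 23 nl compound per well; growth rescue read as CellTiterGlo luminescence.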
# TCR act: T cell receptor activation. AID 504894. primary human leukocytes, anti-CD3, IL-2 HTRF, 48 h. 330,000 tested, under 10 active. Potency, µM (titrated, usually from 9.22 µM), inactives show at the top dose activation of IL-2 secretion, usual class: activators; note: % of control where 0% means no effect
#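 48 hr co-incubation of compounds, a-CD3 beads and primary human leukocytes; IL-2 quantified homogeneously by HTRF with anti-IL-2 K and d2 conjugates.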
# KCNH2 3.1 block: inhibitors of human KCNH2 3.1 potassium channel isoform | U2OS KCNH2 3.1, thallium flux FluxOr; active compounds read low | AID 720553 | activity change, % (tested at about 1.8 µM) | 0.95% of 340,000 active;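 active = maximum activity change below -70%; inconclusive = maximum activity change from -70% to -50%; inactive = maximum activity change above -50%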;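 note: thallium influx rate constant from kinetic fluorescence after stimulation buffer; % is set by controls: 0 for no effect and ±100 for the full control effect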
#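 Channel expression came from 3.1 mutant virus (1.77 x 10^8 /mL) applied to suspended U2OS cells for 4 h. Flux was tracked with FluxOr dye plus Red40 quencher, and kinetic rate constants normalized to controls.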
# ELG1 repair inh: ELG1-dependent DNA repair inhibition; 2.3% of 330,000 active; AID 504467; HEK293T ELG1-luciferase reporter, luminescence, 16 h; DNA damage induced by 5-fluorouridine; Potency, µM (doses to about 46.1 µM), for the others: top-dose activity change, negative = inhibition, hits mostly inhibitors; note: potency is the fitted concentration of half-maximal effect; % is set by controls: 0 for no effect and ±100 for the full control effect; nearly all actives have a fitted effect of over 55% in size
#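 Overnight (16 hr) co-exposure of 2,000 cells/well to 5-fluorouridine and compound at 37 °C preceded detection. Luciferase was quantified via ONE-Glo luminescence; loss of signal denotes inhibition.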
# KCNH2 WT inh: inhibitors of human wildtype KCNH2 potassium channel; Q12809; U2OS, BacMam KCNH2, thallium flux FluxOr; active compounds read low; activity change, % at 1.84 µM; 0.37% of 340,000 active; AID 720551;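 active = maximum activity change below -70%; inconclusive = maximum activity change between -70% and -50%; inactive = maximum activity change above -50%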; note: % is set by controls: 0 for no effect and ±100 for the full control effect
# Target sequence (Q12809 whole entry, looked up): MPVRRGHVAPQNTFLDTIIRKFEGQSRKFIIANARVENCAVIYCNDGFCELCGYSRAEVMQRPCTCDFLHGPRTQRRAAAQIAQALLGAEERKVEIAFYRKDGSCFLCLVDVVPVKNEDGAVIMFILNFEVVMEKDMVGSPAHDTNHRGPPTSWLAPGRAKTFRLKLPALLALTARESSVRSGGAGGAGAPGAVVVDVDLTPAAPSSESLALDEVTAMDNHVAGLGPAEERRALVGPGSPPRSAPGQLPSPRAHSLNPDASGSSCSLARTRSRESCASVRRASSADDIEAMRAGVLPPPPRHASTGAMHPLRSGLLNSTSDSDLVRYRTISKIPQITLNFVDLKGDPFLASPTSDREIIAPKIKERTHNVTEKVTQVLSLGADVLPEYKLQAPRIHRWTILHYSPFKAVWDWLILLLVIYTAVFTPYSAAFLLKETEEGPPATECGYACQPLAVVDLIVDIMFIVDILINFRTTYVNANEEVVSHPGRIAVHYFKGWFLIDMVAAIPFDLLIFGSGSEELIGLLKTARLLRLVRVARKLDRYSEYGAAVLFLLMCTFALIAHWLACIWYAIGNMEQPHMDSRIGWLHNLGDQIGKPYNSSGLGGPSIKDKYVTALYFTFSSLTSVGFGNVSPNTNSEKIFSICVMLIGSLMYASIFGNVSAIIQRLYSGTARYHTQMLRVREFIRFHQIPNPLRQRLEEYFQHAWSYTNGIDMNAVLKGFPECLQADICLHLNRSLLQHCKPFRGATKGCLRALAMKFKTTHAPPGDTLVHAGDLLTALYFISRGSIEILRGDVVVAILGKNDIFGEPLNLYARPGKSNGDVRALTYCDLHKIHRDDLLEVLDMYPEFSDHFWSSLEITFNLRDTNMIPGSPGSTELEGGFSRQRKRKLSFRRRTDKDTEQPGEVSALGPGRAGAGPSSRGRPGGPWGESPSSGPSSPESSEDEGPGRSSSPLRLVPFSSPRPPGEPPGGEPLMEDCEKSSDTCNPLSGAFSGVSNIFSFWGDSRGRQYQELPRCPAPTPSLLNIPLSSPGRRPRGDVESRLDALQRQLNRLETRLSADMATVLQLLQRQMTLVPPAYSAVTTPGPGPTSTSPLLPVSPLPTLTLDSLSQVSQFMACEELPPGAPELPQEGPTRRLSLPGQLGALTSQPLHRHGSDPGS
#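 U2OS cells transduced with wild-type KCNH2 virus are loaded with FluxOr dye for 45 min, and thallium flux is measured in kinetic reads before and after stimulation buffer. Rate constants are normalized to DMSO controls.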
# TRPV1 ag: agonists of human vanilloid receptor 1 (TRPV1). TRPV1-expressing cells, Fluo-8 calcium influx, agonist mode. AID 540275. activation, % at 8.33 µM. 0.19% of 320,000 active; in the data active = activation above about 80%; inconclusive = between about 30% and that limit; note: 0% is about no effect
#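 TRPV1-expressing cells were cultured overnight at 35.5C and loaded with Fluo-8 calcium dye for 40 to 90 min at room temperature. After a 10 s baseline, compound was added and calcium influx was read kinetically for 3 min (ex 480/em 520 nm).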
# AT treatment: potential ataxia-telangiectasia treatment; […] A-T fibroblasts, KAP-1 phosphorylation AlphaLISA; neocarzinostatin DNA damage 30 min before lysis; AID 485349; 0.19% of 320,000 active; Potency, µM (highest dose often 57.5 µM), inactives show top-dose activation, usual class: activators; note: potency is the fitted concentration of half-maximal effect; % of control where 0% means no effect; nearly all actives have a fitted effect of over 45% in size
#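 ATM-like activity read as KAP-1 phosphorylation via AlphaLISA donor/acceptor antibody pairs after lysis and 6 hr at 25C. Cells were ATM-null patient fibroblasts ([…], hTERT), dosed 60 min, then exposed to the DSB inducer NCS for 30 min.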
# Eya2 phos inh: blocks the phosphatase activity of human Eya2 | Potency, µM (highest dose often 76.9 µM), for the others: top-dose activity, negative = inhibition, hits mostly inhibitors | O00167 | 0.006% of 330,000 active | recombinant Eya2, OMFP fluorescence dephosphorylation (OMFP is methylfluorescein phosphate); note: potency is the fitted concentration of half-maximal effect; % is set by controls: 0 for no effect and ±100 for the full control effect
#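 Eya2 protein (added as 0.2 uM solution) was preincubated with compound for 10 min at ambient temperature in 50 mM HEPES pH 7.5, 50 mM NaCl, 5 uM MgCl2, 0.05% BSA, 1 mM DTT. OMFP (added at 50 uM) then reacted 10 min; fluorescence read at 485/525 nm.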
# An asterisk follows results filed as active; ? = inconclusive; / = not tested or not shown; [ ] = another dose, or the depositor's remark. Unless noted, calls come from the whole dose curve; as a rule, active = well fitted curve in the direction sought with a large enough effect; inconclusive = small, poorly fitted or top-dose-only effect, or another doubt; inactive = no such curve, though single readings can be large; an effect the other way counts as inactive or inconclusive.
Compound	TSHR antagonist	USP2a block	Mito fusion yeast	TCR act	KCNH2 3.1 block	ELG1 repair inh	KCNH2 WT inh	TRPV1 ag	AT treatment	Eya2 phos inh
Cc1occc1-c1nnc(SCc2cc(=O)n3cc(Br)ccc3n2)n1C	9	-2%	0%	-3%	6	-6%	-2	1	-2%	6%
COc1ccc(C(=O)NC(C)c2cc(OC)c(OC)cc2Br)cc1 (centres undefined)	1	1%	0%	2%	-10	24%	2	2	0%	6%
O=S(=O)(NCCS(=O)(=O)N1CCN(c2ccccc2)CC1)c1ccc(F)cc1	7	0%	-2%	-2%	-12	9%	14	-2	12%	12%
OC1(C(F)(F)F)CC(c2ccc3ccccc3c2)=NO1 (centres undefined)	8	3%	4%	7%	17	0%	0	13	-4%	-3%
COc1cccc2cc(C(=O)Nc3ccc(F)cc3)c(=Nc3ccc(C(=O)O)cc3)oc12	-13	1%	7%	3%	-1	?	-23	-6	-9%	4%
Nc1ccc(Nc2ccc([N+](=O)[O-])cc2[N+](=O)[O-])cc1	-9	3%	2%	3%	5	-1%	-7	-1	-2%	-2%
COc1ccccc1NC(=O)C1CCN(C(=O)c2ccc(C(C)(C)C)cc2)CC1	-1	1%	-8%	12%	-10	?	6	19	1%	?
Cc1nc(N/N=C/c2ccc(Br)cc2)cc(N2CCOCC2)n1	1	-1%	-15%	/	-30	15µM*	10	2	-17%	3%
CCOC(=O)COc1c(Br)cc(/C=C2\SC(=O)N(CC(=O)N3CCCC3)C2=O)cc1OC	-11	5%	0%	-2%	-5	2%	-11	1	/	-6%
COc1cc(NS(=O)(=O)c2ccc(NC(=O)/C=C/c3ccc([N+](=O)[O-])cc3)cc2)ncn1	-9	1%	-1%	-1%	6	7%	-16	-4	2%	15%
S=c1nccc(-c2ccc(Cl)cc2)[nH]1	-5	1%	14%	0%	1	?	-7	-3	4%	5%
Cc1ccc(-n2c(SCC(=O)NCc3ccc4c(c3)OCO4)nnc2-c2cccnc2)c(C)c1	26	1%	-1%	-6%	2	?	9	-4	-1%	-7%
CCC(C(=O)Nc1ccc(S(=O)(=O)Nc2ncccn2)cc1)c1ccccc1 (centres undefined)	16	2%	1%	-3%	19	-4%	1	-2	0%	19%
CCOc1ccc(NS(=O)(=O)c2ccc(OC)c(C)c2)cc1	-5	-2%	10%	-2%	1	-24%	-2	14	6%	3%
CC1CCC(NCCNC(=O)c2ccco2)CC1 (centres undefined)	-9	-2%	0%	-3%	16	1%	22	1	1%	9%
CCOc1ccc(S(=O)(=O)N/N=C\c2ccc3c(c2)OCO3)cc1	-8	4%	-5%	1%	-7	5%	2	4	0%	-1%
Cc1ccc2nc(C(F)(F)F)c(C#N)c(N)c2c1	4	-1%	-6%	5%	1	?	8	1	7%	3%
CCn1c(CNC(=O)c2cccc(C)c2)nc2ccccc21	4	-2%	-10%	11%	-5	-7%	5	-2	-4%	12%
COc1ccc(NC(=O)C(C)Sc2ccccc2)cc1 (centres undefined)	1	7%	-1%	-4%	5	?	-1	?	/	-7%
Cc1nnc2sc(SCC(=O)Nc3ccc(Br)cc3)nn2c1=O	22	9%	3%	4%	6	-10%	2	-2	-4%	13%
Cc1ccc(C)c(S(=O)(=O)N2CCCOC2CNC(=O)C(=O)NCCCn2ccnc2)c1 (centres undefined)	5	-2%	0%	1%[46.1 µM]	-11	2%	-4	0	3%	2%
COc1ccccc1OCCNC(=O)Nc1ccc(Br)cc1	-7	0%	0%	4%	-9	-7%	-1	0	7%	-30%
COC(=O)[C@@H](NC(=O)CCc1nnc(-c2ccsc2)o1)C(C)C	-4	1%	0%	3%	19	-8%	-1	-1	-3%	-14%
COc1ccc(CCNC(=O)Nc2cccc([N+](=O)[O-])c2)cc1OC	3	4%	-2%	-7%	4	?	-5	?	6%	1%
COc1ccc(C)cc1NC(=S)NC(C)c1ccc(OC)c(OC)c1 (centres undefined)	-1	-3%	3%	0%	9	?	-5	9	-4%	-7%
OCCNc1nc2ccccc2n1-c1ncnc2sc3c(c12)CCC3	-3	5%	8%	0%	6	-10%	1	12	-2%	-13%
CSCc1ccc(C(=O)OCc2nc3ccccc3s2)o1	-12	2%	/	-4%[46.1 µM]	8	?	0	/	15%	-2%
Cc1cc(/C=C2\SC(=S)N(Cc3ccco3)C2=O)c(C)n1-c1ccccc1	-2	-1%	3%	7%[46.1 µM]	-23	?	-81*	3	-18%	1%
O=C(COc1ccc(Cl)cc1Cl)N(Cc1ccco1)C1CCS(=O)(=O)C1 (centres undefined)	8	0%	-2%	3%	2	1%	-3	-1	-7%	1%
COc1cc2c(cc1OC)CN(C(=O)CN(C)S(=O)(=O)c1ccc(NC(C)=O)cc1)CC2	4	7%	-4%	3%	3	7%	4	1	-5%	10%
COCCN(Cc1cc2cc(C)cc(C)c2nc1Cl)C(=O)Nc1ccccc1	-6	4%	12%	5%	-6	-19%	-3	29	8%	-8%
Nn1c(SCc2nc3ccccc3[nH]2)nnc1C1CCCCC1	10	-1%	-5%	-1%	-6	5%	-6	25	-1%	-10%
O=C1N/C(=N\N=C\c2ccco2)SC1Cc1ccccc1[N+](=O)[O-] (centres undefined)	-10	-10%	3%	1%	-2	19%	-4	0	14%	-3%
COC(=O)c1cc(Br)c(=O)n(-c2cc(C)on2)c1	14	3%	-1%	-1%	-3	3%	-2	0	3%	-5%
O=C(CSC(=S)N1CCCC1)N1CCN(S(=O)(=O)c2ccccc2F)CC1	10	0%	-2%	4%	-7	1%	-21	13	0%	1%
CCOC(=O)N1CCN(C(=O)c2cn(CC)c3cc(N4CCN(C)CC4)c(F)cc3c2=O)CC1	-1	-6%	0%	-4%[46.1 µM]	/	-4%	/	1	-2%	-21%
CCn1c(C)nc2cc(C(=O)N/N=C/c3cccc(O)c3O)ccc21	-6	2%	1%	-3%	-1	?	2	-6	-12%	-3%
O=S(=O)(NC1=NCCC1)c1cccs1	0	1%	-2%	/	8	?	-4	-1	-10%	3%
COC(=O)c1cccc(C(=O)Nc2ccc(C)cc2Br)n1	5	-1%	2%	-7%	-3	?	6	7	10%	10%
Cc1ccc(S(=O)(=O)N2CCC(C(=O)OCC(=O)N(C)Cc3ccccc3)CC2)cc1C	-9	0%	14%	-2%	18	6%	8	15	-1%	-3%
O=C1CNC(=S)N1CCOc1ccccc1	9	6%	1%	-1%	10	15%	1	5	-10%	-5%
COCC1CCCN(Cc2cn(-c3ccccc3)nc2-c2ccc3c(c2)OCO3)C1 (centres undefined)	4	-5%	25%	-1%	2	-24%	14	26	12%	3%
O=Cc1c(SCCO)nc2ccccn2c1=O	-2	-2%	0%	-5%	-5	-13%	1	0	-2%	10%
CCC(Sc1nc2ccsc2c(=O)n1Cc1ccc(C(=O)O)cc1)C(=O)Nc1ccc(C)c(Cl)c1 (centres undefined)	-18	-9%	0%	-5%	-15	?	9	2	5%	-8%
COc1cccc(/C=N/Nc2ncnc3c2ncn3Cc2ccccc2)c1O	12	3%	-8%	1%[46.1 µM]	-25	?	-1	-1	-17%	4%
COC(=O)c1ccccc1NC(=O)Nc1cc(C)cc(C)n1	-6	1%	2%	/	-12	3%	-18	-10	4%	0%
CC1CN(C(=S)SCC(=O)c2ccc([N+](=O)[O-])cc2)CC(C)O1 (centres undefined)	-8	4%	-3%	-7%	-11	0%	1	5	1%	-18%
Cc1ccc(S(=O)(=O)CCC(=O)NCc2ccccc2F)cc1	-2	-2%	-1%	4%	0	12%	3	4	-1%	6%
COc1ccccc1-c1cn(-c2ccccc2)c(=S)[nH]1	24	-7%	0%	-3%	-13	?	-6	0	28%	-4%
CCOc1ccc(S(=O)(=O)NCc2cccs2)cc1C(C)C	-6	-9%	22%	2%	3	-1%	-5	24	1%	-10%
Cc1ccc(S(=O)(=O)N(CC2CO2)c2cccc([N+](=O)[O-])c2)cc1 (centres undefined)	-2	3%	5%	-1%	-5	?	2	0	-5%	1%
COC(=O)c1cn(CC(=O)N2CCCCCC2)c2ccccc12	-3	0%	1%	-3%	-18	1%	12	-3	-1%	?
CC(C)(C)C1=NN=C2c3ccccc3C(=O)C21 (centres undefined)	-6	2%	?	1%	3	6%	-1	-2	7%	-17%

# One compound at a time (already shown). Order of values: TSHR antagonist | USP2a block | Mito fusion yeast | TCR act | KCNH2 3.1 block | ELG1 repair inh | KCNH2 WT inh | TRPV1 ag | AT treatment | Eya2 phos inh
# COCCN(Cc1cc2cc(C)cc(C)c2nc1Cl)C(=O)Nc1ccccc1 is entered as -6 | 4% | 12% | 5% | -6 | -19% | -3 | 29 | 8% | -8%
# COc1cccc(/C=N/Nc2ncnc3c2ncn3Cc2ccccc2)c1O is entered as 12 | 3% | -8% | 1%[46.1 µM] | -25 | ? | -1 | -1 | -17% | 4%

# These rows are one share of the data; rates above refer to the full screens.
